Compound activity from PubChem.
tuberculosis growth: growth inhibition of non-replicating M. tuberculosis (AID 488890); Mycobacterium tuberculosis non-replicating, growth inhibition; higher % means a stronger effect; one-dose inhibition, % at 25 µM; IC50 in µM for titrated hits; 320,000 tested, 0.39% active; in the data active = a potency from the dose series; inconclusive = inhibition mostly from about 82% at the one dose, without a potency; inactive = the rest, 99 in 100 with inhibition below about 76%;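 also: plate controls were DMSO cells for no effect and high antibiotic wells for full effect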
inhibitors of VEEV: inhibitors of VEEV TC-83 cytopathic effect, confirmation, Vero cells (AID 588727). Vero cells, VEEV TC-83 cytopathic effect inhibition; higher % means a stronger effect. inhibition, % at 20 µM; hits with a dose series show IC50 in µM. 350,000 tested, 0.13% active; in the data active = a potency from the dose series; inconclusive = inhibition mostly from about 14% at the one dose, without a potency; inactive = the rest, 99 in 100 with inhibition below about 12%; also: strong numbers were not always called active
M. tuberculosis HTS: M. tuberculosis growth inhibition, HTS (AID 449762); 330,000 tested, 0.59% active; M. tuberculosis H37Rv growth inhibition, 7H9 media; higher % means a stronger effect; inhibition, % at 25 µM; hits with a dose series show IC50 in µM; in the data active = a potency from the dose series; inconclusive = inhibition above about 70% without an active follow-up result;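 also: bacterial growth assessed after seven days of incubation; strong numbers were not always called active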
Salmonella PhoP GFP: PhoP regulon inhibitors, Salmonella typhi PhoP promoter GFP reporter, confirmatory (AID 1850); inhibition, % at 50 µM, or IC50 in µM where a hit was titrated; 310,000 tested, 0.33% active; Salmonella Typhi PhoP-promoter GFP reporter, fluorescence, 4 h; higher % means a stronger effect; in the data active = a potency from the dose series; inconclusive = inhibition mostly from about 25% at the one dose, without a potency; inactive = the rest, 99 in 100 with inhibition below about 19%;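 also: 0% = induced wells with vehicle and 100% = uninduced wells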
H1N1 NS1A inhibition: H1N1 influenza NS1A inhibitors, functional cell based assay (AID 504329); NS1A functional cell-based assay, percent inhibition; higher % means a stronger effect; one-dose inhibition, % at 12.5 µM; IC50 in µM for titrated hits; 340,000 tested, 0.3% active; in the data active = a potency from the dose series; inconclusive = inhibition above about 27% without an active follow-up result; also: strong numbers were not always called active
Numbers without * were called inactive; i = inactive; ? = inconclusive; . = not tested or not shown.

SMILES | tuberculosis growth | inhibitors of VEEV | M. tuberculosis HTS | Salmonella PhoP GFP | H1N1 NS1A inhibition
COc1ccc(C(=O)CN(C(=O)c2ccc(Cl)cc2)N2C(=O)C3CCCCC3C2=O)cc1 (stereo not given) | 14% | i | -7% | -18% | -6%
Cc1cc(=O)[nH]c(-c2ccc(C(F)(F)F)cc2)n1 | -10% | 0.8% | -8% | 7% | 0%
O=C(NCC1CCCO1)C1CCCN1C(=O)Nc1ccccc1[N+](=O)[O-] (stereo not given) | -12% | i | -4% | 4% | 3%
CCOc1cc2ccccc2cc1C(=O)Nc1ccccn1 | 0% | i | 7% | -6% | 2%
O=C(O)Cn1cc(C(=O)c2ccccc2F)c2ccccc21 | 4% | 0.4% | -2% | -2% | -7%
O=S(=O)(NC1CCCCC1Oc1ccccc1)c1ccccc1 (stereo not given) | 43% | i | 7% | -8% | -2%
c1ccc(NC2=NCCN2CCC2CCCCC2)cc1 | 17% | 0.7% | 3% | 0% | -6%
CC(C)(C)c1cc(CCC(=O)N2CCNCC2)c(C(C)(C)C)cc1O | 13% | i | 8% | 5% | 3%
O=C(NCc1ccccc1Cl)c1cc(C(=O)C2CC2)c[nH]1 | -17% | 1.1% | -12% | -7% | 2%
O=C(NCC1CCCO1)C1CCCN(S(=O)(=O)c2cccc3nsnc23)C1 (stereo not given) | -12% | i | -6% | -4% | -4%
CCCn1nnnc1NCc1cccc(OC)c1 | -9% | 0.7% | -1% | -13% | -3%
O=C(c1ccc(F)cc1)c1ccc(OCC(=O)N2CCOCC2)cc1 | 2% | 7.1% | -2% | . | -10%
COC(=O)c1ccc(CSc2ccc3nnc(-c4ccc(OC)c(OC)c4)n3n2)o1 | -4% | 11% | 10% | 27% | -16%
Cc1cccc(N2CCN(C(=O)c3nn(C)c4c3CS(=O)(=O)c3ccccc3-4)CC2)c1C | 6% | 9.4% | 6% | 8% | -5%
Cc1ccnc(NC(=O)Cn2ccc([N+](=O)[O-])n2)c1 | 7% | i | 10% | -2% | -5%
CCN(CC(=O)Nc1ccc(NC(C)=O)cc1)C(=O)C1CC(=O)N(CCc2ccc(OC)c(OC)c2)C1 (stereo not given) | 0% | 0.3% | -5% | 4% | -5%
Cc1cccc2cc(/C=N/Nc3ccc(C(=O)O)cc3)c(Cl)nc12 | 2% | 0.9% | -2% | -3% | -16%
Cc1ccc(C)c(OC(=O)CN2C(=O)c3ccccc3C2=O)c1 | 30% | 0.4% | 0% | 2% | 20%
O=C(NC(=S)N1CCOCC1)c1ccc([N+](=O)[O-])cc1 | -31% | 0.1% | 7% | -7% | 21%
O=C1C=C(NCc2ccccc2)C2(CCCCC2)O1 | -4% | i | -5% | -6% | -14%
Cc1ccccc1N1CCN(Cc2ccc([N+](=O)[O-])o2)CC1 | 3.2µM* | i | ? | -4% | -8%
Cc1sc2ncnc(NCCN3CCOCC3)c2c1C | -2% | i | 2% | 9% | -2%
Cc1ccc(-c2cc(C(=O)N3CCCC3)c3ccccc3n2)s1 | 56% | 6.5% | -7% | 3% | -13%
CCOC(=O)c1c(CC(C)C)csc1NC(=O)c1ccccc1C(=O)O | 23% | 8.6% | 16% | 11% | -7%
CCn1c(C)nnc1SCC(=O)Nc1ccc(N2CCOCC2)cc1 | -11% | 0.7% | -2% | 2% | -5%

For convenience, 21 of the compounds above:
SMILES | tuberculosis growth | inhibitors of VEEV | M. tuberculosis HTS | Salmonella PhoP GFP | H1N1 NS1A inhibition
O=C(NCC1CCCO1)C1CCCN1C(=O)Nc1ccccc1[N+](=O)[O-] (stereo not given) | -12% | i | -4% | 4% | 3%
CCOc1cc2ccccc2cc1C(=O)Nc1ccccn1 | 0% | i | 7% | -6% | 2%
O=C(O)Cn1cc(C(=O)c2ccccc2F)c2ccccc21 | 4% | 0.4% | -2% | -2% | -7%
O=S(=O)(NC1CCCCC1Oc1ccccc1)c1ccccc1 (stereo not given) | 43% | i | 7% | -8% | -2%
c1ccc(NC2=NCCN2CCC2CCCCC2)cc1 | 17% | 0.7% | 3% | 0% | -6%
CC(C)(C)c1cc(CCC(=O)N2CCNCC2)c(C(C)(C)C)cc1O | 13% | i | 8% | 5% | 3%
O=C(NCc1ccccc1Cl)c1cc(C(=O)C2CC2)c[nH]1 | -17% | 1.1% | -12% | -7% | 2%
O=C(NCC1CCCO1)C1CCCN(S(=O)(=O)c2cccc3nsnc23)C1 (stereo not given) | -12% | i | -6% | -4% | -4%
CCCn1nnnc1NCc1cccc(OC)c1 | -9% | 0.7% | -1% | -13% | -3%
O=C(c1ccc(F)cc1)c1ccc(OCC(=O)N2CCOCC2)cc1 | 2% | 7.1% | -2% | . | -10%
COC(=O)c1ccc(CSc2ccc3nnc(-c4ccc(OC)c(OC)c4)n3n2)o1 | -4% | 11% | 10% | 27% | -16%
Cc1cccc(N2CCN(C(=O)c3nn(C)c4c3CS(=O)(=O)c3ccccc3-4)CC2)c1C | 6% | 9.4% | 6% | 8% | -5%
Cc1ccnc(NC(=O)Cn2ccc([N+](=O)[O-])n2)c1 | 7% | i | 10% | -2% | -5%
CCN(CC(=O)Nc1ccc(NC(C)=O)cc1)C(=O)C1CC(=O)N(CCc2ccc(OC)c(OC)c2)C1 (stereo not given) | 0% | 0.3% | -5% | 4% | -5%
Cc1cccc2cc(/C=N/Nc3ccc(C(=O)O)cc3)c(Cl)nc12 | 2% | 0.9% | -2% | -3% | -16%
Cc1ccc(C)c(OC(=O)CN2C(=O)c3ccccc3C2=O)c1 | 30% | 0.4% | 0% | 2% | 20%
O=C(NC(=S)N1CCOCC1)c1ccc([N+](=O)[O-])cc1 | -31% | 0.1% | 7% | -7% | 21%
O=C1C=C(NCc2ccccc2)C2(CCCCC2)O1 | -4% | i | -5% | -6% | -14%
Cc1ccccc1N1CCN(Cc2ccc([N+](=O)[O-])o2)CC1 | 3.2µM* | i | ? | -4% | -8%
Cc1sc2ncnc(NCCN3CCOCC3)c2c1C | -2% | i | 2% | 9% | -2%
Cc1ccc(-c2cc(C(=O)N3CCCC3)c3ccccc3n2)s1 | 56% | 6.5% | -7% | 3% | -13%

Continued.
SMILES | tuberculosis growth | inhibitors of VEEV | M. tuberculosis HTS | Salmonella PhoP GFP | H1N1 NS1A inhibition
c1cc2c3c(cccc3c1)NN=N2 | . | 0.4% | . | . | 8%
CCOP(=O)(OCC)C(Nc1ccccc1)c1cccnc1 (stereo not given) | -2% | i | 3% | -2% | -18%
CN1CCN(c2ccccc2NC(=O)c2ccc([N+](=O)[O-])o2)CC1 | 44% | 1.4% | -6% | -1% | -2%
Cc1ccc(NC(=O)COC(=O)Cc2ccsc2)cc1S(=O)(=O)N(C)C | 8% | i | 11% | 10% | -11%
Cc1ccc(SCC(=O)NC2CC3CCC(C2)N3C)cc1 (stereo not given) | -15% | i | 6% | 1% | 1%
O=C(COc1ccccc1O)NC1CCCC1 | . | 1.0% | . | . | -6%
CC(=O)c1ccc(Cc2ccc(C(C)=O)cc2)cc1 | 55% | 0.1% | -4% | -6% | 8%
Cc1onc(-c2ccccc2)c1C(=O)Oc1cccnc1 | 21% | 0.7% | -2% | 0% | 5%
CCC(OC(=O)CN1C(=O)C(=O)c2ccccc21)C(=O)Nc1ccccc1OC (stereo not given) | . | 1.4% | . | . | 6%
O=S(=O)(N/N=C/c1ccc(N2CCOCC2)cc1)c1ccc(Br)cc1 | 6% | 6.2% | -1% | -9% | 3%
CCOc1ccc(NC(=S)NCc2ccco2)cc1 | ? | 1.0% | 54% | 3% | 3%
O=C(NCc1ccco1)c1cc2ccccc2o1 | 73% | 1.4% | 1% | 2% | -4%
CCOC(=O)N1CCN(S(=O)(=O)c2ccc(C(=O)Nc3nnc(C)o3)cc2)CC1 | -20% | 0.7% | -12% | -5% | 11%
COC(=O)C(CCSC)NC(=O)CNS(=O)(=O)c1ccc(Cl)cc1 (stereo not given) | -11% | 5.5% | -2% | 5% | 3%
COc1ccc(NC(=O)CCCSc2ccccc2)cc1S(N)(=O)=O | -5% | 2.4% | 1% | 8% | 0%
